From PubChem
Ecoli WT growth: blocks growth of wild type E. coli BW25113. E. coli BW25113 growth inhibition, OD600. inhibition, % at 10 µM. 20,000 compounds, 0.05% hits. AID 552; in the data active = inhibition above about 40%;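 also: bacteria exposed to compound for 20 hours at 37 °C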
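Assay system: Bacterial strain in a whole-cell growth screen | Amount: Inoculum from a 1:1000 dilution of a 1.5 h subculture | Detection: Absorbance at 615 nm as a measure of bacterial growth | Timing: 20 h exposure, 37 °C | Buffer or medium: LB plus kanamycin 50 µg/mL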
Starred values were filed as active, the others as inactive.

SMILES | Ecoli WT growth
CC(=O)N1CCc2cc(S(=O)(=O)NC(CC(C)C)C(=O)N3CCn4c3nc3ccccc34)ccc21 (stereo not given) | 8
Cc1ccc(-c2nnc3c4ccccc4c(C)nn23)cc1S(=O)(=O)N1CCN(C)CC1 | -2
O=C(O)c1ccc(COc2c(F)c(F)c(F)c(F)c2F)o1 | 6
COc1cccc(NS(=O)(=O)c2cc(C)ccc2OC)c1 | -17
CSc1ccccc1NC(=O)Nc1ccccc1 | -19
COc1ccc(-c2nnc(SC(C)C(=O)Nc3nccs3)n2-c2ccccc2)cc1OC (stereo not given) | 0
CCc1nc(N)nc(N)c1-c1ccc(Cl)cc1 | -2
COCc1cc(C)nc2sc(C(=O)OC)c(N)c12 | -9
CC(C)c1ccc(S(=O)(=O)N2CCN(CCC(=O)Nc3ccc(N(C)C)cc3)CC2)cc1 | -6
COC(=O)c1sc(NC(=O)COc2ccccc2OC)nc1C | -1
CCn1c(-c2ccc(F)cc2)n[nH]c1=S | -24
CCc1ccc(Nc2nc(N)nc(CSc3nnnn3-c3ccccc3)n2)cc1 | -18
CC(OC(=O)CNC(=O)C12CC3CC(CC(C3)C1)C2)C(=O)Nc1ccc(N2CCOCC2)cc1 (stereo not given) | -2
Cc1nn(-c2ccc(F)cc2)c2sc(C(=O)OCC(=O)N3CCC(C)CC3)cc12 | -3
CC(=O)N1c2ccccc2NC2=C(C(=O)CCC2)C1c1cccnc1 (stereo not given) | -12
C/C=C/c1ccc(OC)c(OC(C)=O)c1 | -7
CC(=O)Nc1ccc(Cl)cc1C(=O)O | -2
Cc1cn2c(-c3ccncc3)nnc2s1 | 8
Cc1ccc(CC2SC(=O)NC2=O)cc1Cl (stereo not given) | 8
C/C(=C\c1ccco1)C1C(C#N)=C(N)OC2=C1C(=O)CC(C)(C)C2 (stereo not given) | -1
CCN(CC)S(=O)(=O)c1ccc(F)cc1 | -2
COc1ccc(S(=O)(=O)N(CC(=O)N2CCN(c3ccccc3OC)CC2)c2ccccc2)cc1 | 2
CCOC(=O)C1CCCN(C(=O)c2cc3c(-c4cccc(OC)c4)nn(C)c3s2)C1 (stereo not given) | -4
OCC(CO)(CO)n1cnnn1 | -20
Cn1c(-n2c(-c3ccco3)nc3ccccc3c2=O)nc2ccccc21 | 4

Single entries from the results shown:
For Ecoli WT growth, CCOC(=O)C1CCCN(C(=O)c2cc3c(-c4cccc(OC)c4)nn(C)c3s2)C1 (stereo not given) has -4
For Ecoli WT growth, CC(OC(=O)CNC(=O)C12CC3CC(CC(C3)C1)C2)C(=O)Nc1ccc(N2CCOCC2)cc1 (stereo not given) has -2

Of the compounds above, these have a COOH group:
SMILES | Ecoli WT growth
O=C(O)c1ccc(COc2c(F)c(F)c(F)c(F)c2F)o1 | 6
CC(=O)Nc1ccc(Cl)cc1C(=O)O | -2

Continued.
SMILES | Ecoli WT growth
NC(=O)c1sc2nc3c(c(-c4ccco4)c2c1N)CCC3 | 3
C=CCn1c(=O)c(C(=O)Nc2ccccc2C(=O)OCC)c(O)c2ccccc21 | -4
CC1=CC(C)(C)N2C(=O)C3(N=C(N)NC(Nc4ccccc4)=N3)c3cc(C)cc1c32 (stereo not given) | -12
COc1ccc(C(=O)NCc2nc3ccccc3[nH]2)cc1OC | 8
Nc1nncn1C(=O)c1ccccc1Cl | 5
COc1ccc(NC(=O)C2CC(=O)N(c3cc(C)ccc3C)C2)cc1 (stereo not given) | -17
Cn1c(-c2ccccc2)cnc1SCc1nc2ccccc2c(=O)[nH]1 | -1
O=C1CCCN1Cc1ncnn1-c1ccccc1 | -2
O=C(Nc1cc(C(F)(F)F)ccc1F)C1CCC1 | -21
O=c1c2ccccc2nnn1CSc1nc2cc(Cl)ccc2c(=O)n1Cc1ccco1 | -4
COC(=O)c1sccc1NC(=O)C1C2C=CC(O2)C1C(=O)O (stereo not given) | -9
CCOc1ccc(N(CC(=O)NCc2cccc(OC)c2)S(=O)(=O)c2c(C)noc2C)cc1 | 10
Nc1nc(CSCc2ccccc2)nc(N2CCOCC2)n1 | -3
COCCCn1c(SCC(=O)N2CCc3ccccc32)nnc1-c1ccoc1C | -3
CC1(C)CC(=O)C(C=NCC2CCNCC2)=C(O)C1 | -4
COc1ccc(-n2c(SCC#N)nc3ccccc3c2=O)cc1 | 6
CCOc1ccc(N(CC(=O)NCC2CCCO2)S(=O)(=O)c2ccc(OC)c(OC)c2)cc1 (stereo not given) | -3
COc1ccc(N2CCN(c3nc(NCCO)nc(N4CCOCC4)n3)CC2)cc1 | -15
Cc1nc2ccccc2c(=O)n1CC(=O)N1CCOCC1 | 1
CCCOC(=O)C1C2C=CC3(CN(c4cccc(Cl)c4)C(=O)C13)O2 (stereo not given) | 5
COC(=O)Nc1ncc(CN2CCc3ccccc3C2)s1 | -24
O=C1c2ccccc2NC(c2cccc(F)c2)N1Cc1ccco1 (stereo not given) | -4
O=C(Cc1ccccc1)N1CCCC(c2nc(-c3cccs3)no2)C1 (stereo not given) | 2
C=C(Cl)COC(=O)[C@H]1C2C=CC(C2)C1C(=O)O (stereo not given in full) | 0
COC(=O)c1ccc(Cn2nc(C)c(Br)c2C)cc1 | -11

Retrieved one by one from above, 7 records:
SMILES | Ecoli WT growth
Cc1nc2ccccc2c(=O)n1CC(=O)N1CCOCC1 | 1
O=C(Nc1cc(C(F)(F)F)ccc1F)C1CCC1 | -21
NC(=O)c1sc2nc3c(c(-c4ccco4)c2c1N)CCC3 | 3
CC1(C)CC(=O)C(C=NCC2CCNCC2)=C(O)C1 | -4
COC(=O)c1sccc1NC(=O)C1C2C=CC(O2)C1C(=O)O (stereo not given) | -9
Cn1c(-c2ccccc2)cnc1SCc1nc2ccccc2c(=O)[nH]1 | -1
Nc1nc(CSCc2ccccc2)nc(N2CCOCC2)n1 | -3

New compounds follow
SMILES | Ecoli WT growth
O=S(=O)(c1ccc(Br)s1)N1CCCCC1 | 0
COc1ccc(Cn2nnnc2C(c2ccccn2)N2CCN(c3cc(Cl)ccc3C)CC2)cc1 (stereo not given) | -1
O=C(O)CCC(=O)Nc1ccc(N2CCCCCC2)cc1 | -27
COC(=O)c1ccccc1NC(=O)C1CCN(S(=O)(=O)c2cc(C)ccc2OC)CC1 | -6
CCCn1c(SCc2nc(-c3cccs3)no2)nnc1-c1ccncc1 | -16
CC(=O)Nc1nc(=O)c2ccccc2s1 | -26
COc1ccc(CC(=O)OCC(=O)NC(=O)NC2CCCCC2)cc1 | -2
CC(C(=O)NC1CCCCCC1)N(c1ccccc1)S(C)(=O)=O (stereo not given) | -6
Cc1c2cnn(CC(=O)N3CCN(c4ncccn4)CC3)c(=O)c2c(C)n1Cc1ccc(F)cc1 | 0
O=S(=O)(Cc1ccccc1Cl)N1CCN(Cc2ccc3c(c2)OCO3)CC1 | 6
O=C(Nc1ccc(-c2nc3ncccc3o2)cc1)c1ccco1 | -16
Cn1c2c(c(=O)n(C)c1=O)C(c1cccc(Br)c1)C1C(=O)c3ccccc3C1=N2 (stereo not given) | 7
COC1CCCCC1Nc1cccc(SC)c1 (stereo not given) | 12
CCOc1ccc(C(=O)OCc2nnc(-c3cccs3)o2)cc1OC | -2
COC(=O)Cc1c(C)nc2nc[nH]n2c1=O | -3
CCOc1ccc(N2CC(C(=O)OC)CC2=O)cc1 (stereo not given) | -23
Cc1c(NC(=O)C(C)OC(=O)C(NC(=O)c2ccco2)C(C)C)c(=O)n(-c2ccccc2)n1C (stereo not given) | 9
CS(=O)(=O)N(CC(=O)N1CCCCCC1)c1ccc(Br)cc1 | 1
COC(=O)c1cnc2c(C(F)(F)F)cccc2c1OC | -4
CCOc1ccc(NC(=O)c2ccncc2)cc1 | 3
CCOC(=O)N1CCC(Nc2ncnc3c2cnn3-c2ccccc2)CC1 | -16
CCOC(=O)c1cnn(-c2sc(C(=O)OCC)c(C)c2C(=O)OCC)c1N | -3
Cc1nc2ncccn2c1-c1csc(NCc2ccco2)n1 | -2
Cc1ccc(-c2ccc(SCC(=O)Nc3nonc3C)nn2)cc1 | 3
Cc1ccc(Nc2cc(C)nc3ncnn23)c(Cl)c1 | 3

SMILES | Ecoli WT growth
CCC(=O)N1CCN(c2ccccc2NC(=O)Cc2ccc(Cl)cc2)CC1 | -18
Cc1ccccc1-n1c(=O)c2ccccc2n2nnnc12 | 7
O=C(NCc1ccc2c(c1)OCO2)c1ccc(S(=O)(=O)NCC2CCCO2)cc1 (stereo not given) | -24
CCS(=O)(=O)NCCc1ccc(OC)c(OC)c1 | -18
Cc1ccc(S(=O)(=O)N(c2ccccc2)C2CCS(=O)(=O)C2)cc1 (stereo not given) | -24
CN(C)S(=O)(=O)c1ccc(Oc2ccc(S(=O)(=O)N(C)C)cc2)cc1 | 7
CS(=O)(=O)N(CC(=O)NC1CC2CCC1C2)c1cccc(C(F)(F)F)c1 (stereo not given) | 2
CCOc1ccc(C2CC(c3cccc(C)c3)n3ncnc3N2)cc1 (stereo not given) | 18
CCCCNC(=O)NS(=O)(=O)c1ccc(C)cc1 | 0
O=C(NCCCN1CCCC1=O)c1ccc2c(=O)n(Cc3ccco3)c(=S)[nH]c2c1 | 9
COC(=O)CCC(=O)COc1ccc(OC)cc1C#N | -23
COc1cccc(C(=O)N2CCN(Cc3ccc4c(c3)OCO4)CC2)c1OC | -22
Cc1ccc(CC2CC(=O)N(c3ccc(Cl)cn3)C2=O)cc1 (stereo not given) | -12
O=C(CCN1CCOCC1)Nc1ccc2c(c1)CCC2 | -1
COc1ccc(N2C(=O)C(Cl)=C(N3CCCC3)C2=O)cc1 | 6
O=C1CC(c2cccnc2)c2cc3c(cc2N1)OCO3 (stereo not given) | 17
CCOCC(=O)Nc1cccc(C(=O)OCC)c1 | -17
COc1ccccc1C(=O)Nc1ccccn1 | -12
CC12CCC3(CO)COC(c4ccccc4O1)C2C3 (stereo not given) | -2
C=CCn1c(=O)c2ccccc2n2c(SC(C)C(=O)Nc3nc(-c4ccccc4)cs3)nnc12 (stereo not given) | -1
CCc1sc(C(=O)N2CCN(S(C)(=O)=O)CC2)cc1Br | 3
CCCS(=O)(=O)c1nnnn1-c1cccc(OC)c1 | -11
Cc1cncn1CCc1nc2c3ccccc3nc(=S)n2[nH]1 | -3
O=C(O)c1oc2ccccc2c1CSc1ccccn1 | -24
CCc1nnc(NC(=O)C2CCC2)s1 | -18

SMILES | Ecoli WT growth
COc1ccc(S(=O)(=O)N2CCOCC2)cc1C(=O)Nc1cc(C)on1 | -3
CSc1nc(N2CCOCC2)c2ccccc2n1 | -2
Cc1nc(Sc2cccn2C)c(C(F)(F)F)c(=O)[nH]1 | 7
CCOC(=O)C1CCN(C(=O)Nc2ccc3oc(C)nc3c2)CC1 | -26
CCOC(=O)N1CCN(C(=O)c2c(-c3ccccc3)noc2C)CC1 | -4
c1cc2c(cc1Oc1nc(N3CCOCC3)nc(N3CCOCC3)n1)OCO2 | -9
CN1C(=O)CC2(CC(=O)N(Cc3ccccc3)C2)C1=O (stereo not given) | -21
Cc1nnc(N2CCN(Cc3ccccc3)CC2)[nH]c1=O | -18
CCCC(=O)n1nc(-c2ccc(OC)cc2)nc1N | 1
Cc1cc(C)nc(SCNC(=O)c2ccc(F)cc2)n1 | -15
Cc1nc2cc(S(=O)(=O)N(C)C)ccc2n1-c1ccccc1 | 1
CCn1c(C)c(C(C)=O)c(N2CCN(c3ccccn3)CC2)nc1=S | -10
O=C(Oc1cccnc1)c1cc2ccccc2oc1=O | 1
CS(=O)(=O)N1CCN(c2ccccc2NC(=O)Cc2ccc(Cl)cc2)CC1 | -4
CCN(CC)CCCNc1oc(-c2cccc(Cl)c2)nc1C#N | 3
CC1=C(C(=O)OCC(C)C)C(c2cc3c(cc2Br)OCO3)NC(=O)N1C (stereo not given) | 0
CCS(=O)(=O)n1nc(-c2ccc(OC)cc2)nc1SC | -16
CCn1c(SCC(=O)N2CCCc3ccccc32)nnc1-c1c[nH]c2ccccc12 | -13
O=C(O)CC1CCCC(c2ccccc2)C1=O (stereo not given) | -3
COc1ccc(NC(=O)CC(=O)Nc2ccc(OC)cc2OC)c(OC)c1 | -17
O=C(C1COc2ccccc2O1)N1CCCC1 (stereo not given) | -3
Cc1cccc2cc3c(NC(=O)CC(C)C)nn(C)c3nc12 | -24
COc1ccccc1NC(=O)CSc1nnc(CC(=O)Nc2ccccc2)n1C | -7
CCOC(=O)C1=C(C)NC2=C(C(=O)CC(C)(C)C2)C1c1ccc2c(c1)CCCN2C (stereo not given) | -19
CC1(C)Cc2noc(N)c2C(C)(C)N1OC(=O)c1ccco1 | -3

SMILES | Ecoli WT growth
COc1ccc(OC)c(-c2cc(C(=O)NCc3cccs3)no2)c1 | 1
O=C1[C@H]2[C@@H](C(=O)N1c1cc(Cl)cc(Cl)c1)[C@]1(C(=O)Nc3ccccc31)N1CCC[C@@H]21 | -17
CCCCSc1cc(C)nc2ncnn12 | 11
C=C(C)Cn1c(CCCNC(=O)C(C)(C)C)nc2ccccc21 | 13
O=C(CSc1nnc(-c2ccncc2)o1)Nc1ccccc1Cl | 1
Cc1cc(NC(=O)c2ccccc2)ncc1NC(=O)c1ccco1 | 0
CCOc1ccc2[nH]c(=O)c(C(c3nnnn3CC3CCCO3)N3CCc4ccccc4C3)cc2c1 (stereo not given) | 17
CCOc1ccc(-c2nc(-c3ccccc3C)no2)cc1 | -10
c1ccc(-c2nnc3sc(CN4CCc5ccccc54)cn23)cc1 | -13
O=C(COc1cccc(C(F)(F)F)c1)NCCCN1CCCC1=O | -17
CCOC(=O)COc1ccc(S(=O)(=O)N2CCN(c3ccccc3F)CC2)cc1 | 1
CCOc1ccc(N2CC(C(=O)NCCCN3CCOCC3)CC2=O)cc1 (stereo not given) | -11

Only part of the results is shown, so the mix of outcomes need not match the whole.
